Assay outcomes deposited in PubChem BioAssay by Sanford-Burnham Center for Chemical Genomics.
SENP1 FRET inh: blocks the human SENP1 SUMO protease catalytic domain. Q9P0U3. recombinant SENP1 catalytic domain, CyPet-SUMO1-YPet FRET cleavage. AID 624204. hit rate 0.21% among 360,000. inhibition, % at 10 µM;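 active = inhibition at least 30% at 10 µM, raw YFP signal under a set limit, fluorescence ratio 0.5 to 1.5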;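 also: 0% = enzyme with DMSO and 100% = no enzyme wells; some results filed as inactive read as strong as hits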
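Assay system: hSENP1 catalytic domain, recombinant. Amount: SENP1 enzyme, 20 pM final. Schedule: 50 min reaction, RT, dark. Technique: FRET, CFP and YFP emission. Control set: no-enzyme wells low, DMSO-plus-enzyme wells high control.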
mIAP block: blocks mouse intestinal alkaline phosphatase; purified mouse IAP, CDP-Star luminescence, 30 min; inhibition, % at 10 µM; hit rate 0.2% among 330,000; AID 2806;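 active = inhibition of at least 40% at 10 µM in the primary screen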;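 also: plate controls were DMSO with enzyme for no effect and no enzyme wells for full effect; values of inactives mirror those of a sister screen read the other way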
NLRP3 yeast inh: blocks the NALP3 inflammasome reconstituted in yeast; Yeast reconstituted NLRP3/ASC/caspase-1, beta-gal luminescence, 24 h; inhibition, % at 10 µM; hit rate 0.39% among 330,000; AID 2825;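 active = inhibition of 50% or more; inactive = inhibition below 50%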;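 also: plate controls were induced DMSO wells for no effect and uninduced yeast grown without galactose for full effect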
hIAP act: human IAP activation; P09923; purified human IAP, CDP-Star luminescence, 30 min; active compounds read high; 1 = vehicle-only enzyme, 0 = enzyme-free background; activation factor at 10 µM; hit rate 0.16% among 330,000; AID 2524;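 active = activation factor of the enzyme at least 2-fold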; also: the source names both 10 and 20 µM as test concentration; values of inactives mirror those of a sister screen read the other way
Target sequence (P09923 whole entry, looked up): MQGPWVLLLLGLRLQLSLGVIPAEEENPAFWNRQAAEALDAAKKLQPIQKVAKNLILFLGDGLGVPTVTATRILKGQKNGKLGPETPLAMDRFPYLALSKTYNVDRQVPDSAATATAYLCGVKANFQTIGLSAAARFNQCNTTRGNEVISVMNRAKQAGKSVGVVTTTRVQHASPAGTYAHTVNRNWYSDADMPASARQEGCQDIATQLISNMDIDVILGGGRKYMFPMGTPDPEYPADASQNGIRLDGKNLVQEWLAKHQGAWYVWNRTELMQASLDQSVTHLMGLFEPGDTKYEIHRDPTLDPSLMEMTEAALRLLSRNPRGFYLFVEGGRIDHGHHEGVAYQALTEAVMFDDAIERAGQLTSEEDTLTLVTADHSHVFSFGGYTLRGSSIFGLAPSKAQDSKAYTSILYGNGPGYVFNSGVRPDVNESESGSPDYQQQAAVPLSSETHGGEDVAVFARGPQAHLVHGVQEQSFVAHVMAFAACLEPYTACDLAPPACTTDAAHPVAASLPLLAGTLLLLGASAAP
APOBEC3G inh: APOBEC3G (human) deaminase inhibition; Q9HC16; recombinant A3G, ssDNA deamination FAM/TAMRA fluorescence; inhibition, % at 20 µM; AID 493012; hit rate 0.28% among 330,000;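 active = inhibition of at least 40% at 20 µM, with no more than 30% in the related APOBEC3A deaminase screen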;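 also: plate controls were DMSO wells with A3G for no effect and wells lacking A3G enzyme for full effect; some compounds called inactive have numbers as strong as hits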
Target sequence (Q9HC16 whole entry, looked up): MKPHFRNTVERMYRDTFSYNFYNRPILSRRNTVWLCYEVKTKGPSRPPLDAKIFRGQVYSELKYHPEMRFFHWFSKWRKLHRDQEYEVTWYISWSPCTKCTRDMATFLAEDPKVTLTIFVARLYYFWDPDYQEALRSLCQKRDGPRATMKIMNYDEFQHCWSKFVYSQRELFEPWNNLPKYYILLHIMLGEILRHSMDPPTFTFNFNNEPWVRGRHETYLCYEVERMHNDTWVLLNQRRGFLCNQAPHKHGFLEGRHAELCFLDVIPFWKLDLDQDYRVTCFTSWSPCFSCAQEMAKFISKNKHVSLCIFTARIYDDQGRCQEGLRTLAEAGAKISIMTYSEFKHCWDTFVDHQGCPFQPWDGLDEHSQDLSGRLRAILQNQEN
APOBEC3A inh: human APOBEC3A DNA deaminase inhibition; recombinant A3A, FAM/TAMRA ssDNA deamination fluorescence; hit rate 0.41% among 330,000; inhibition, % at 20 µM; AID 493011;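 active = at least 40% inhibition at 20 µM here, with at most 30% in a related deaminase screen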;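 also: plate controls were A3A with DMSO for no effect and wells lacking A3A enzyme for full effect; some results filed as inactive read as strong as hits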
hIAP block: human IAP inhibition; AID 2544; P09923; purified IAP, CDP-Star luminescence, 30 min; hit rate 0.12% among 330,000; inhibition, % at 10 µM;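 active = inhibition reaching a set limit with compound at 10 µM in the primary screen, cut at about 35% in these data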;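 also: plate controls were DMSO wells with enzyme for no effect and no-enzyme buffer wells for full effect; values of inactives mirror those of a sister screen read the other way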
mIAP act: mouse IAP activation. activation factor at 10 µM. muIAP, CDP-Star luminescence, 30 min; active compounds read high; 1 = vehicle-only enzyme signal, 0 = enzyme-free wells. hit rate 0.24% among 330,000;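 active = activation factor of at least 2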; also: the source names both 10 and 20 µM as test concentration; values of inactives mirror those of a sister screen read the other way
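System: Mouse IAP enzyme | Also added: CDP-Star substrate | Dosing: Compounds dispensed in DMSO | Schedule: 30 min enzyme-substrate-compound incubation at room temperature | Technique: Chemiluminescence readout | Control set: DMSO-only wells and no-enzyme negative control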
beta cell repl: induces beta-cell replication in MIN6 cells | MIN6 cells proliferation, ATPlite luminescence, 48 h; cells starved in 0.2% serum; 100% = growth in 10% serum | proliferation, % at 10 µM | hit rate 0.29% among 330,000;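 active = compounds whose signal lies at least 3.5 SD above the mean of all wells on their plate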;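 also: 0% = DMSO-treated cells in low-serum medium and 100% = 10% serum control; some compounds called inactive have numbers as strong as hits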
Starred values were filed as active, the others as inactive; . = no result given. This is a subset (hit frequency here may not be typical).

SMILES	SENP1 FRET inh	mIAP block	NLRP3 yeast inh	hIAP act	APOBEC3G inh	APOBEC3A inh	hIAP block	mIAP act	beta cell repl
CC(=O)CSc1nnc(Cc2ccc3c(c2)OCO3)o1	1	2	4	0.81	-3	0	20	0.98	1
N/C(=N\OC(=O)C(c1ccccc1)c1ccccc1)c1ccncc1	1	11	15	0.84	-5	-1	16	0.89	-2
COc1ccc(CN2C(=O)[C@H]3Cc4c([nH]c5ccccc45)C(C)(C)N3C2=O)cc1	-20	-14	7	0.92	-9	-1	8	1.1	-2
CCCCC(c1nnnn1CC1CCCO1)N1CCN(c2cccc(C)c2C)CC1 (stereo not given)	-1	-10	2	0.94	-4	-1	6	1.1	-2
CCN(CC(=O)Nc1c(F)cccc1F)C(=O)c1cc(C)oc1C	2	8	16	0.97	-3	-2	3	0.92	3
CC(=O)c1ccccc1OCCn1nc(C(=O)O)c2ccccc2c1=O	2	2	14	1	1	5	-4	0.98	-4
CCOC(=O)c1sc2nc(C)nc(NCc3ccccc3OC)c2c1C	2	2	15	0.81	-8	-3	19	0.98	-2
COc1ccc(NC(=O)[C@H](CCS(C)(=O)=O)N2Cc3ccccc3C2=O)c(OC)c1	-1	3	4	1.1	1	0	-14	0.97	1
COc1ccc(C(=O)c2sc(Nc3ccccc3)nc2N)cc1OC	-11	9	2	1	-10	-6	-2	0.91	0
COc1ccccc1NC(=O)c1ccccc1C(=O)N(C)Cc1ccccc1	0	-2	19	0.89	2	5	11	1	-3
O=C(Nc1ccc(-c2nc3ccccc3s2)cc1)C1=COCCO1	-1	5	8	0.91	-10	-3	9	0.95	-5
COC(=O)C1(C)Nc2ccccc2C(=O)N1c1ccccc1OC (stereo not given)	-2	0	0	1.1	2	5	-12	1	-1
O=C1c2ccccc2CN1C(CO)c1ccccc1 (stereo not given)	-6	-2	9	0.92	-7	-4	8	1	1
Cc1cccc(C)c1NC(=S)NN(Cc1ccccc1)c1ccccc1	4	4	11	0.99	1	0	0	0.96	-4
CCOC(=O)c1ccc(NC(=O)c2nc[nH]c2C(=O)NCCCCNC(=O)c2[nH]cnc2C(=O)Nc2ccc(C(=O)OCC)cc2)cc1	4	-10	11	1.7	-11	-2	-67	1.1	-7
CN(C(=O)COC(=O)c1ccccc1C(=O)c1ccccc1)c1ccccc1	1	6	11	0.87	-6	-3	13	0.94	-2
Cc1ccc2nsnc2c1S(=O)(=O)N1CCN(Cc2ccc3c(c2)OCO3)CC1	3	4	9	0.87	-2	0	13	0.96	-4
Cc1ccc(N(Cc2ccccc2)C(=O)c2cccc(S(=O)(=O)N3CCOCC3)c2)cc1	2	1	-8	0.81	-10	-4	19	0.99	5
Cc1ccc(C)c(NS(=O)(=O)c2ccc3c(c2)NC(=O)CCS3)c1	0	-9	25	1.1	-3	-1	-8	1.1	1
CC12CCC(=O)N1C(C(=O)Nc1ccc(F)c(F)c1F)CS2 (stereo not given)	1	8	6	0.9	-9	-4	10	0.92	0
CCN(C(=O)COc1cc(=O)n(CC)c2ccccc12)c1cc(Cl)ccc1OC	0	1	14	1.1	-8	-1	-9	0.99	5
COc1ccc(COC(=O)c2nc3nc(C)cc(C)n3n2)cc1F	0	5	23	0.96	-2	-2	4	0.95	-1
CCOC(=O)c1c(NC(=O)c2ccncc2)sc(C)c1C	0	17	28	0.79	-11	-2	21	0.83	3
Cc1nc2ccc([N+](=O)[O-])cc2c(=O)n1Cc1ccc(Br)cc1	0	8	16	1	10	-2	0	0.92	0
O=C(c1ccccc1)N1CCN(c2ccc([N+](=O)[O-])c(NCC3CCCO3)c2)CC1 (stereo not given)	5	3	14	1	0	-4	0	0.97	1
CCN1CCN(c2nc3ccccc3n3cnnc23)CC1	-1	6	10	1	5	8	-2	0.94	-1
COc1ccccc1Cn1nc(C(=O)O)c2ccccc2c1=O	3	7	11	0.96	0	-2	4	0.93	-2
COC(=O)c1ccc(COc2ccc(/C=N/Nc3cccc(C(=O)O)c3)cc2)cc1	-2	6	16	1	8	39	0	0.94	-2
CCC(C)NC(=O)CCn1ccc2cc(S(=O)(=O)N3CCCC3)ccc21 (stereo not given)	0	1	-8	0.87	-3	0	13	0.99	-4
COc1cc(Cl)c(C)cc1NC(=O)CNC(=O)Cn1cnc2ccccc2c1=O	1	5	11	1.2	-6	1	-22	0.95	1
Cn1c(SCc2ccccc2)nc(C(F)(F)F)cc1=O	-2	-3	-24	0.93	-4	0	7	1	2
COc1ccc(C(=O)C[n+]2ccc3c(c2)nc(-c2ccc(OC)cc2OC)n3C)cc1	0	7	9	0.95	-8	-1	5	0.93	-3
COc1ccc(S(=O)(=O)N(C)c2ccc(C(=O)NC3CCCC3)cc2)cc1	1	-6	13	1.1	-6	-3	-7	1.1	-4
C=CCN1CCN(C(c2ccccc2OC)c2nnnn2C(C)(C)C)CC1 (stereo not given)	2	3	12	0.93	-5	-4	7	0.97	0
CC(C)=CCc1c(O)c(CC=C(C)C)c2c(c1O)C(=O)CC(c1ccc(O)cc1)O2 (stereo not given)	2	19	15	0.97	-6	2	3	0.81	-6
CCOC(=O)c1c(-c2ccccc2)oc2ccc(OCC)cc12	0	2	11	0.99	2	2	1	0.97	-4
Cc1cc(C(=O)N[C@H](c2ccccc2)[C@@]2(C)C[C@@H]2[C@@H](C)C(=O)Nc2ccc3ccccc3c2)n(C)n1	2	-110	20	1.2	24	1	-15	2.1*	-8
O=C(CSc1ccc(Cl)cc1)Nc1ccccc1N1CCN(C(=O)c2ccc(Cl)cc2)CC1	1	-3	17	0.91	-5	1	9	1	0
CCC(C)C(=O)Nc1ccc([N+](=O)[O-])cc1OC (stereo not given)	-3	-1	22	1.2	-2	-1	-16	1	-2
COC(=O)c1sc(-c2cccs2)cc1N	-10	15	17	0.99	-3	-3	0	0.85	-1
C/C(=N\NC(=O)c1ccccc1O)c1cccc(NC(=O)c2ccccc2)c1	0	6	2	1.1	-6	-2	-9	0.94	-4
Cc1cccc(C(=O)O[C@@H]2[C@H](Cc3ccccc3)NS(=O)(=O)[C@H]3C[C@@H]4C=C[C@]23O4)c1	1	-6	11	0.89	-5	-1	11	1.1	0
O=C(Nc1ccc(Cl)cc1)Nc1ccc(Br)cn1	-1	-4	19	1	-7	-1	-2	1	-2
COc1ccc(NC(=O)N2CCC(Cc3ccccc3)CC2)cc1	2	-7	27	0.95	-6	-2	5	1.1	-1
COc1ccc(Cl)cc1NC(=O)c1cc(-c2ccc(C)cc2O)n[nH]1	-1	14	-1	1.9	-1	4	-86	0.86	-1
Cc1nn(Cc2ccc(Cl)cc2)c(C)c1NC(=O)/C=C/c1cnn(C)c1	-1	9	6	0.93	-5	-3	7	0.91	-1
C/C(=N\NS(=O)(=O)c1ccc(C)cc1)c1ccc(Br)s1	-1	9	8	0.98	-6	-1	2	0.91	-3
CCOC(=O)c1cccc(OCC(O)CNCCOc2ccccc2F)c1 (stereo not given)	-1	3	20	1	-6	-2	-4	0.97	-1
Cc1ccccc1OCC(=O)Nc1cnn(CCCC(=O)O)c1	2	-1	28	0.98	-5	0	2	1	-1
C=CC[C@@H]1C=C[C@H](O/N=C/[C@@H](NS(=O)(=O)c2ccc(C)cc2)[C@H](C)/C=C/CC(=O)OC)[C@@H](CO)O1	.	-3	7	1.1	-2	3	-6	1	1
COc1ccc(Cl)cc1NC(=O)CSc1nc(NS(=O)(=O)c2ccc(C)cc2)cc(=O)[nH]1	2	1	8	1	-7	-1	0	0.99	-2
Cc1c(Cc2ccccc2)c(=O)oc2cc(OCC(=O)N[C@@H](Cc3ccccc3)C(=O)O)ccc12	-3	3	4	0.86	-6	-2	14	0.97	-3
CC(=O)Nc1ccc(NC(=O)C(C)OC(=O)CNC(=O)c2sc3ccccc3c2Cl)cc1 (stereo not given)	2	-9	5	1	1	22	-2	1.1	2
O=C(CSc1nnc(Cc2cccs2)n1CCc1ccccc1)N1CCCc2ccccc21	-1	-4	8	1.1	-1	-2	-12	1	-4
Cc1ccccc1Cn1c([N+](=O)[O-])cnc1C	0	7	-7	1	-8	-5	-4	0.93	-1
CCNC(=O)C(=O)NCCC1CCCCN1S(=O)(=O)c1cccs1 (stereo not given)	3	0	4	1.2	-7	3	-24	1	-3
COc1ccc(CC2(CO)CCN(Cc3ccc(OC(F)(F)F)cc3)CC2)cc1	3	13	29	1	-10	1	-1	0.87	-5
O=C(NCc1cccc(Br)c1)C1CC(c2ccccc2[N+](=O)[O-])=NO1 (stereo not given)	-1	6	20	1.1	-5	1	-6	0.94	-4
CCCCn1c(=NC(=O)c2ccc3c(c2)OCO3)c(C#N)cc2c(=O)n3cccc(C)c3nc21	-18	16	0	1.3	-1	2	-26	0.84	-4
Cc1c(Cl)cccc1NC(=S)N1CCCCCC1	3	-6	11	1.1	5	-3	-10	1.1	-1
More structures follow.
SMILES	SENP1 FRET inh	mIAP block	NLRP3 yeast inh	hIAP act	APOBEC3G inh	APOBEC3A inh	hIAP block	mIAP act	beta cell repl
COc1ccc(-c2c(NC(=O)c3ccco3)n(C)c3ccccc3c2=O)cc1	2	-1	-7	1	-11	-6	0	1	-1
O=S(=O)(c1ccc2oc3ccc(S(=O)(=O)N4CCCCC4)cc3c2c1)N1CCCCC1	2	-12	-8	1	-2	-2	-3	1.1	-3
COC(=O)N1c2ccccc2C=Cc2ccccc21	2	-2	-3	0.98	-7	-8	2	1	2
Fc1ccc(-c2nnc3n2CCCCC3)cc1	0	5	9	1.1	-5	2	-13	0.95	-1
O=C1NC(=O)C(CC(=O)N(c2ccccc2)C2(C(=O)NC3CCCC3)CCCCC2)N1 (stereo not given)	1	-4	19	0.9	5	0	10	1	-2
O=C(C#Cc1ccccc1)c1ccc([N+](=O)[O-])cc1	0	-1	-40	1	-2	0	-5	1	-3
CC1(C)CC(=O)C2=C(C1)OC(N)=C(C#N)C2C#Cc1ccccc1 (stereo not given)	-42	2	4	1.1	-4	-1	-11	0.98	-6
NC(=O)CNc1n[nH]c(=S)[nH]c1=O	0	8	-8	1.2	-8	-4	-15	0.92	5
c1ccc(CNc2c3c(nc4ncnn24)CCCC3)nc1	1	6	13	0.84	-5	-4	16	0.94	2
CO/N=C/C=C1/N(C)c2ccccc2C1(C)C	1	-5	2	0.99	2	3	1	1	-1
O=C(Cn1cnc2c(NCc3ccccc3)ncnc21)NCCc1cc2ccccc2[nH]1	1	-17	.	.	-2	-2	.	1.2	.

Sorted by count of non-hydrogen atoms (rising): part of the list above
SMILES	SENP1 FRET inh	mIAP block	NLRP3 yeast inh	hIAP act	APOBEC3G inh	APOBEC3A inh	hIAP block	mIAP act	beta cell repl
Cc1ccccc1Cn1c([N+](=O)[O-])cnc1C	0	7	-7	1	-8	-5	-4	0.93	-1
COC(=O)N1c2ccccc2C=Cc2ccccc21	2	-2	-3	0.98	-7	-8	2	1	2
CCCCC(c1nnnn1CC1CCCO1)N1CCN(c2cccc(C)c2C)CC1 (stereo not given)	-1	-10	2	0.94	-4	-1	6	1.1	-2
